# From PubChem BioAssay
# TEAD-YAP block – TEAD-YAP interaction inhibition. HEK-TIYL cells, TEAD-Gal4/YAP UAS-luciferase luminescence. inhibition, % at 9.12 µM. hit rate 1.4% among 640,000; in the data active = inhibition above about 32%;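 also: 0% = median of test compound wells and 100% = reference inhibitor wells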
# GPR151 activ – human GPR151 activation. AID 1508602. activation, % at 11.2 µM. hit rate 1% among 650,000. PathHunter beta-arrestin GPR151 cells, luminescence; in the data active = activation above about 4.9%;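 also: 0% = median of compound wells and 100% = cells with positive control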
# Target sequence (Q8TDV0 whole entry, looked up): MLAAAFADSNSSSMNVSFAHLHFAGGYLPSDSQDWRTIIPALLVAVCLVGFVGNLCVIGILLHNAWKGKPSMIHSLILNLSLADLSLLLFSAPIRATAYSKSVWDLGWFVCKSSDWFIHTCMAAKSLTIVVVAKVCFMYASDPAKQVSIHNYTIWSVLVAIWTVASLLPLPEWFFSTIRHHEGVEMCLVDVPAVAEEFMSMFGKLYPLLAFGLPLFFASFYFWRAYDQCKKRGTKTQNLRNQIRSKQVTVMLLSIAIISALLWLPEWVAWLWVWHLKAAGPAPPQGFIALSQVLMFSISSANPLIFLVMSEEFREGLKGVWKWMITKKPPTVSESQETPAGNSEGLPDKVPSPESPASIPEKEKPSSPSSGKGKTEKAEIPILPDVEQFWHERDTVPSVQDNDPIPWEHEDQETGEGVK
# MITF primary – blocks human microphthalmia-associated transcription factor; O75030; AlphaScreen MITF homodimerization, bead proximity signal; inhibition, % at 2.6 µM; hit rate 0.91% among 650,000; in the data active = inhibition above about 50%;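 also: 0% = vehicle wells with protein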
# FBW7 act – activators of human E3 ligase FBW7. AlphaScreen FBW7–phospho-cyclin E peptide binding, activator screen. normalized activity (activation), % at 26.1 µM. Q969H0. hit rate 0.13% among 650,000; in the data active = normalized activity above about 1.9%;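 also: purified mutant Fbw7 with reduced substrate affinity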
# Target sequence (Q969H0 whole entry, looked up): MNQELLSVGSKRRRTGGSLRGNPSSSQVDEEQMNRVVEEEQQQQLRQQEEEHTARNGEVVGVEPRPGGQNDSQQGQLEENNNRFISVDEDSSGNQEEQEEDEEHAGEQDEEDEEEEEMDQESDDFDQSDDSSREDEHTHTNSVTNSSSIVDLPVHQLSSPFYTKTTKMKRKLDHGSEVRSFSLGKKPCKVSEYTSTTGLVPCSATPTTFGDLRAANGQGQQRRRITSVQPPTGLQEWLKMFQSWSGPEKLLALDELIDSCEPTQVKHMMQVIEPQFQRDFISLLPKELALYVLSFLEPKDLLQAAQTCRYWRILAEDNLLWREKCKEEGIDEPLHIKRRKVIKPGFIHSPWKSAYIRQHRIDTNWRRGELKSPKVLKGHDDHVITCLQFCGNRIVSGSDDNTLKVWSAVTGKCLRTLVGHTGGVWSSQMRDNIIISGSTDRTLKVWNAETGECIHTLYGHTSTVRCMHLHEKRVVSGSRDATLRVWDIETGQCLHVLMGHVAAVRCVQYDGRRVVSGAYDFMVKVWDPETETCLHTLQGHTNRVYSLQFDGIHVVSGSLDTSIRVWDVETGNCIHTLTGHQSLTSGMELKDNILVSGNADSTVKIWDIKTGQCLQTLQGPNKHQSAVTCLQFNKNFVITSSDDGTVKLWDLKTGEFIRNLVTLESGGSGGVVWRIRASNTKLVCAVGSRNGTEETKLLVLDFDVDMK
# Starred values were filed as active, the others as inactive. Compounds as they come; 3.4% or so of the library scored in one or more.
SMILES,TEAD-YAP block,GPR151 activ,MITF primary,FBW7 act
COc1cc(/C=C\C(=O)Nc2c3c(nn2-c2ccc(C)cc2C)CS(=O)(=O)C3)cc(OC)c1OC,4,0.0,14,0.6
COc1ccc(CN2CCC(n3nccc3NC(=O)C(C)(C)C)CC2)cc1C,10,0.6,1,-0.1
CCOC(=O)c1sc2nc(CC(=O)OC)nc(Nc3ccc(F)cc3F)c2c1C,3,-0.3,3,-0.1
N#Cc1c(NC(=O)c2ccc(Br)o2)n(CCCO)c2nc3ccccc3nc12,8,-0.8,1,-0.1
O=C(Nc1cccc2c1C(=O)NC2=O)c1ccc([N+](=O)[O-])o1,6,-2.3,23,0.1
COc1ccccc1C(=O)NC(c1ccccc1)c1c(O)ccc2ccccc12 (stereo not given),2,-1.0,-3,-0.2
Cc1ccc(NC(=O)CSc2nc3ccccc3c(=O)n2CCCC(=O)NCc2ccco2)cc1,5,-0.5,-2,0.3
O=C1CCC(=O)N1c1ccc(F)c(Cl)c1,-5,0.1,-1,0.2
COC(=O)Cc1ccc(N(Cc2ccccc2F)S(=O)(=O)c2ccc(F)c(C(=O)Nc3cc(C(F)(F)F)ccc3Cl)c2)cc1,-10,-0.4,-5,-0.1
CCSc1ccc(CC(=O)Nc2nc3c(s2)COc2ccccc2-3)cc1,-7,2.8,6,0.0
COC(=O)c1ccccc1NC(=O)c1onc(C)c1Cl,4,1.4,-3,0.0
c1ccc(-c2nccc(NCCN3CCOCC3)n2)cc1,-18,0.2,31,0.0
CC(=O)Nc1cccc(NC(=O)C2CCCN2C(=O)Nc2cccc(F)c2)c1 (stereo not given),-9,0.5,-1,0.3
CN1CCN(CC(O)COc2ccc(S(=O)(=O)N3CCOCC3)cc2)CC1 (stereo not given),1,2.3,8,-0.1
COc1ccc(/C=N/NC(=O)Cc2ccccc2)cc1O,-18,-0.3,8,0.6

# Filtered by structure, those above with a Cl atom (three)
SMILES,TEAD-YAP block,GPR151 activ,MITF primary,FBW7 act
O=C1CCC(=O)N1c1ccc(F)c(Cl)c1,-5,0.1,-1,0.2
COC(=O)Cc1ccc(N(Cc2ccccc2F)S(=O)(=O)c2ccc(F)c(C(=O)Nc3cc(C(F)(F)F)ccc3Cl)c2)cc1,-10,-0.4,-5,-0.1
COC(=O)c1ccccc1NC(=O)c1onc(C)c1Cl,4,1.4,-3,0.0

# Gathered by group, the entries above containing fluorine
SMILES,TEAD-YAP block,GPR151 activ,MITF primary,FBW7 act
CCOC(=O)c1sc2nc(CC(=O)OC)nc(Nc3ccc(F)cc3F)c2c1C,3,-0.3,3,-0.1
O=C1CCC(=O)N1c1ccc(F)c(Cl)c1,-5,0.1,-1,0.2
COC(=O)Cc1ccc(N(Cc2ccccc2F)S(=O)(=O)c2ccc(F)c(C(=O)Nc3cc(C(F)(F)F)ccc3Cl)c2)cc1,-10,-0.4,-5,-0.1
CC(=O)Nc1cccc(NC(=O)C2CCCN2C(=O)Nc2cccc(F)c2)c1 (stereo not given),-9,0.5,-1,0.3

# Next section:
SMILES,TEAD-YAP block,GPR151 activ,MITF primary,FBW7 act
O=[N+]([O-])c1cc(OCC(F)(F)C(F)F)cc(Oc2ccc3c(c2)oc2ccccc23)c1,-5,-1.8,18,0.0
O=C(O)c1cc([N+](=O)[O-])c(C(=O)O)cc1Oc1cc(Cl)c(Cl)cc1Cl,-1,0.3,7,-0.1
O=C(c1cc2ccccn2n1)N1CCc2ccccc21,66*,-5.3,-7,-0.3
O=C(O)c1ccc(SCc2cccc(F)c2)c([N+](=O)[O-])c1,2,2.1,10,-0.1
CCOc1cc(NC(=O)CCn2nnc3ccccc32)c(OCC)cc1NC(C)=O,-2,-1.2,6,-0.1
COC(=O)CSc1nc(C)c(C)c(C)c1C#N,0,0.6,4,0.1
O=C(O)CSc1nc(O)cc(=O)[nH]1,-1,0.9,8,0.1
COc1cccc(CNC(=O)CSc2nc(=O)n(CC3CCCO3)c3c2CCC3)c1 (stereo not given),5,1.4,0,-0.2
CCCOC(=O)Nc1ccc(I)cc1C,-5,-0.8,14,0.8
CCOC(=O)N1CCN(C(=O)CN(c2ccc(Cl)cc2C)S(=O)(=O)c2ccc(C)cc2)CC1,8,0.1,-1,0.3
Cc1cc(C(=O)O)c(-c2ccccc2)o1,8,-1.1,15,0.0
COc1ccc(C(=O)Nc2nc3ccc4nc(SC)sc4c3s2)cc1,6,-0.5,-14,-0.1
CC1=C(C(=O)OC2CCCC2)C(c2ccc(C(F)(F)F)cc2)C2=C(CCCC2=O)N1 (stereo not given),-6,0.1,4,0.1
CC(=O)Nc1ccccc1C(=O)C(=O)Nc1ccccc1,-10,-1.5,10,0.3
O=C1OC(c2cccc(I)c2)=N/C1=C\c1ccc(Cl)cc1,11,1.9,5,-0.1
COc1ccccc1C(=O)Nc1sc(C(=O)N2CCCCC2)c(C)c1C#N,-18,3.3,2,0.0
O=C(NCCc1nc(-c2ccncc2)n[nH]1)C1(c2ccc(Cl)cc2)CC1,17,0.6,16,0.7
O=C1CCCN1CCCNc1ccnc(NCCN2CCOCC2)n1,-1,2.8,0,-0.1
Cc1cc(NCCN2CCOCC2)n2nc(C)c(-c3cccs3)c2n1,7,0.4,6,0.3
Cc1ccc(OCC(=O)Nc2nnc(S(=O)(=O)N3CCCc4ccccc43)s2)cc1,-17,4.8,-5,0.1
COc1cccc(C(NC(=O)C2CCN(C(=O)C3CCCCC3)CC2)c2ccccn2)c1 (stereo not given),-1,1.0,2,-0.1
O=C(Cn1cnc2c(nnn2-c2cccc(F)c2)c1=O)NCc1ccco1,-3,-0.8,5,0.4
Cn1cccc1/C=N/Nc1nncc(-c2ccccc2)n1,-45,0.2,15,0.1
COC(=O)CCC(C#N)(CCC(=O)OC)c1ccc(OC)c(OC)c1,3,0.8,-2,-0.1
CC(=O)Nc1ccccc1NC(=O)c1ccc([N+](=O)[O-])c(C)c1,1,-1.8,-1,0.1
CSCCC(NS(=O)(=O)c1cc(C(=O)O)ccc1Cl)C(=O)O (stereo not given),3,0.1,3,-0.1
CCOC(=O)c1[nH]nc2c1C(=O)N(c1ccccc1)C2=O,19,-0.3,13,0.0
CCN1CCN(CC(=O)Nc2ccc([N+](=O)[O-])cc2)C(=O)C1=O,-11,0.4,6,-0.1
CCC(OC1=C(C)C(=O)OC(c2ccc(Cl)cc2)C1(C)C)C(=O)c1ccc(Br)cc1 (stereo not given),2,0.2,-6,0.3
CC(=O)Nc1c(C)cc(C)[nH]c1=O,0,-0.4,3,-0.1
O=C(N/N=C/c1ccc(Cl)cc1)c1c[nH]c2ccccc12,-11,0.0,17,1.1
O=C(NCc1ccc(Cl)c(Cl)c1)c1ccc2c(=O)n(Cc3ccco3)c(=S)[nH]c2c1,0,-0.1,15,0.5
FC(F)(F)C(C1=NC(C(F)(F)F)(C(F)(F)F)N=C(N2CCOCC2)O1)C(F)(F)F,3,1.7,0,-0.1
O=C1C=CC(=O)N1c1ccccc1I,11,0.1,-10,-0.6
COc1ccc(-c2cn3cccnc3n2)cc1NC(=O)CC(C)(C)C,-6,-1.3,13,0.3
Cc1ccc(Cl)cc1NC(=O)CN(c1c(C)cccc1C)S(C)(=O)=O,8,2.3,11,0.0
O=C(OCC(=O)c1cccs1)c1ccc(Cl)cc1,3,-1.0,-14,0.0
Cc1ccc(Nc2nc(NC3CCCC3)nc3c2cnn3C)cc1,8,1.5,-1,-0.1
CC(C)(C)c1ccc(C2=N/C(=C\c3ccccc3F)C(=O)O2)cc1,-1,-0.2,-5,0.1
CC(C)CCNC(=O)CNC(=S)N(CCCN1CCOCC1)Cc1cccs1,3,-1.7,13,0.1
O=C(COC(=O)C(Cc1c[nH]c2ccccc12)NC(=O)C12CC3CC(CC(C3)C1)C2)c1ccc(Br)cc1 (stereo not given),1,0.0,3,-0.1
O=c1oc(-c2ccc(Cl)cc2)nc2ccccc12,-58,-9.1,-5,-0.2
CN(C)c1nc(N(C)C)nc(N2CC(=O)N(c3ccc(Cl)cc3)C2=N)n1,2,-0.5,4,0.6
O=C(Nn1c(C2CCC2)nc2ccccc2c1=O)c1cccs1,1,1.6,7,0.1
c1ccc(-c2nnc(SCCC3OCCCO3)o2)cc1,-21,-1.8,0,0.0

# Compounds shown so far containing a furan ring, fused or not, in the order listed:
SMILES,TEAD-YAP block,GPR151 activ,MITF primary,FBW7 act
N#Cc1c(NC(=O)c2ccc(Br)o2)n(CCCO)c2nc3ccccc3nc12,8,-0.8,1,-0.1
O=C(Nc1cccc2c1C(=O)NC2=O)c1ccc([N+](=O)[O-])o1,6,-2.3,23,0.1
Cc1ccc(NC(=O)CSc2nc3ccccc3c(=O)n2CCCC(=O)NCc2ccco2)cc1,5,-0.5,-2,0.3
O=[N+]([O-])c1cc(OCC(F)(F)C(F)F)cc(Oc2ccc3c(c2)oc2ccccc23)c1,-5,-1.8,18,0.0
Cc1cc(C(=O)O)c(-c2ccccc2)o1,8,-1.1,15,0.0
O=C(Cn1cnc2c(nnn2-c2cccc(F)c2)c1=O)NCc1ccco1,-3,-0.8,5,0.4
O=C(NCc1ccc(Cl)c(Cl)c1)c1ccc2c(=O)n(Cc3ccco3)c(=S)[nH]c2c1,0,-0.1,15,0.5

# The list continues:
SMILES,TEAD-YAP block,GPR151 activ,MITF primary,FBW7 act
CC(=O)Nc1ccc(N/C(=N\S(=O)(=O)c2ccccc2)c2ccccc2)cc1,2,0.4,0,-0.1
CNC(=S)Nc1ccc([N+](=O)[O-])cc1,2,0.6,-4,-0.1
CCOc1ccccc1NC(=O)c1c(NCc2cccs2)sc2c1CCCCC2,6,0.5,4,0.0
Cc1cc(N2CCC(O)CC2)n2nc(C)c(-c3cccs3)c2n1,-13,-1.0,13,0.1
O=C(O)c1c(CNC2CCCC2)c2ccccc2n1Cc1cccc(Cl)c1,27,0.2,8,0.6
O=C1N[C@@H](COCc2ccccc2)C(=O)N2CCN(CCCc3ccccc3)C[C@H]12,10,1.0,13,0.1
COc1ccc(CCNC(=O)CSc2nc(NCC3CCCO3)c3ccccc3n2)cc1OC (stereo not given),5,1.0,6,0.0
O=C(Nc1ccccc1)c1ccc([N+](=O)[O-])cc1[N+](=O)[O-],6,-0.7,16,1.4
CCC(O)C#CC1(C)CCCC(C)(C)O1 (stereo not given),16,0.7,4,0.0
COc1cc(-c2nc(NCc3ccccc3)c3ccccc3n2)cc(OC)c1OC,12,0.5,0,-0.2
O=C(NCCSc1ncc(-c2ccc(F)cc2)[nH]1)c1ccccc1Cl,-13,0.5,7,-0.1
CCc1ccc2[nH]c(=O)c(CN(CCO)C(=O)c3ccc(F)cc3)cc2c1,-5,1.5,0,-0.1
O=c1cc(-c2ccc(O)cc2)oc2cc(O)c(C3OC(CO)C(O)C(O)C3O)c(O)c12 (stereo not given),6,0.9,-3,-0.2
COc1ccccc1C(=O)N1CCN(c2ccc([N+](=O)[O-])c(NCCc3ccccc3)c2)CC1,-2,0.0,9,-0.2
O=C(CNC(=O)C(c1ccccc1)c1ccccc1)N/N=C/c1ccc(O)c(O)c1,0,-0.3,2,-0.1
O=[N+]([O-])c1cc(C(F)(F)F)ccc1NCCNCCO,12,0.3,-7,-0.1
Cc1cc(NCCCN(C)C)n2nc(C)c(-c3cccs3)c2n1,-7,0.0,8,0.0
Cc1ccn2c(C(=O)N(C)Cc3ccccc3)c(C)nc2c1,4,0.2,1,0.1
COCc1ccc(CN2CCC3(CC2)CC3C(=O)NCC2(c3ccccc3)CCCC2)o1 (stereo not given),-4,0.8,-2,0.0
O=C(N[C@H]1C[C@H]2C(=O)N[C@@H](CO)C(=O)N2C1)c1ccc(Br)cc1,-1,-1.1,-18,-0.1
Clc1cc(N2CCN(c3ncccn3)CC2)ncn1,-1,-0.8,2,0.7
O=C(COc1ccccc1)N(CCO)CCO,7,-1.2,3,1.8
CCn1nc(C)c(CNC(=O)CCc2nnc(-c3ccc(-c4ccccc4)cc3)o2)c1C,23,-0.4,13,0.1
COP(=O)(OC)c1nc(-c2ccc(Cl)cc2)oc1NCc1ccc2c(c1)OCO2,9,-0.1,-2,-0.2
Cn1c(O)c(C(=NCc2ccccc2)c2ccccc2)c(=O)n(C)c1=O,3,0.1,4,-0.1
COCCCNC(=O)c1cc(Nc2ccc(C(C)C)cc2)nc2ccccc12,3,-0.1,-3,0.1
Cc1ccccc1OCc1nc(C#N)c(N2CCCC2)o1,-9,-1.2,3,-0.2
CCOC(=O)C1CCC(CN(Cc2ccc(Cl)cc2)S(=O)(=O)c2ccc(C(C)(C)C)cc2)CC1 (stereo not given),-10,0.8,-6,0.4
C=CCn1c(O)c(N=Nc2ccc(S(=O)(=O)O)cc2)c(=O)[nH]c1=S,-2,-5.8,17,-0.1
O=C(O)c1ccc(C(=O)Nc2cccc3ccccc23)c(C(=O)O)c1,-1,-1.4,15,-0.3
CC(C)(C)C(=O)Nc1ccnn1C1CCN(Cc2cccc3c2OCO3)CC1,0,1.5,-10,-0.1
COc1cccc(NC(=O)NCc2cccc(Oc3ccc(F)cc3)c2)c1OC,0,1.0,4,-0.1
On1c(-c2ccco2)nc2c1CCc1nonc1-2,-6,1.9,7,-0.2
COc1ccc(-n2nc(C(=O)Nc3ccc4c(c3)OCO4)c3ccccc3c2=O)cc1,-4,-1.5,1,-0.1
CC(=O)Nc1ccc(C)c(S(N)(=O)=O)c1,6,1.9,-16,-0.4
COc1cccc(OC)c1OCCOc1ccccc1C,8,-0.1,-12,-0.1
Cc1cc(-n2c(SCC(=O)NCc3cccc(Cl)c3)nc3n[nH]c(C)c3c2=N)ccc1Cl,-7,1.4,0,-0.1
O=[N+]([O-])c1cccnc1NCc1ccc(F)cc1,6,0.1,-4,-0.2
O=C(c1ccc2c(c1)OCO2)n1cnc2ccccc21,2,-0.4,15,0.0
COc1cc(/C=C2\C(=O)N(c3cccc(C(=O)O)c3)N=C2C)c([N+](=O)[O-])cc1OC,0,0.3,22,-0.5
C=CCNC(=O)/C(C#N)=C/c1c(Oc2ccccc2C)nc2ccccn2c1=O,32*,-1.9,-11,0.0
